Bioassay records (PubChem BioAssay)
p53ts 32C tox: qHTS Screen for Compounds that Selectively Target Cancer Cells with p53 Mutations: Cytotoxicity of p53ts Cells at the Permissive Temperature. AID 924, 2007. H1299-p53A138V at 32C, ATP luminescence viability, 24 h. hit rate 0.93% among 130,000. Potency, µM (doses to about 46.1 µM), inactives show at the highest dose activity change, negative = cytotoxicity, most hits filed as cytotoxic;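 further: 0% = DMSO and -100% = full killing by reference compound; nearly all actives have a fitted effect of over 55% in size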
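H1299-p53 A138V cells (temperature-sensitive p53) exposed 24 h to up to 46 uM compound at 32C, where p53 is wild-type in conformation. Viability read as ATP luminescence and normalised to DMSO and 100 uM tamoxifen. AC50 fitted with the Hill equation.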
IkB signaling: IkB Signaling; hit rate 0.04% among 110,000; Potency, µM (top dose mostly 57.1 µM), without a hit: top-dose IkBa stabilization activation; AID 445, 2006; ABC-DLBCL IkBa-CBG/CBR dual luciferase ratio, 4 h; response scale: scaled: untreated 0%, proteasome inhibitor 100%; active means well fitted curve in the direction sought with a large enough effect in the signal ratio, not every such curve was filed as active; inconclusive means small, poorly fitted or top-dose-only effect, or a change in a side signal; the % refers to the signal ratio;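 further: the direction sought is a rising ratio; 0% = basal untreated cells and 100% = reference inhibitor full response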
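In this assay, an IκBα–CBG68 fusion accumulates when IKK-driven degradation is blocked; native CBR normalizes for cell number. OCI-Ly3 cells were treated 4 h with compound and doxycycline, then green and red light read after Chroma-Glo addition.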
p53ts 39C kill: qHTS Screen for Compounds that Selectively Target Cancer Cells with p53 Mutations: Cytotoxicity of p53ts Cells at the Nonpermissive Temperature; H1299-p53A138V viability at 39C, ATP luminescence, 24 h; hit rate 1.5% among 130,000; AID 902, 2007; Potency, µM (highest dose often 46.1 µM), without a hit: at the highest dose activity change, negative = cell killing, hits mostly cytotoxic; further: nearly all actives have a fitted effect of over 55% in size
Peg3 imprint: qHTS Assay for Compounds that Induce Erasure of Genomic Imprints. mouse ES Peg3-LacZ reporter, beta-gal luminescence, 40 h. Potency, µM (titrated, usually from 60.7 µM), inactives show at the highest dose activity change, positive = activation, actives largely listed as activators. AID 1948, 2009. hit rate 0.02% among 110,000;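 further: 0% = negative control wells on the plate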
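Readout: BetaGlo luminescence (5 min, room temp) for LacZ from the normally silent maternal Peg3 allele in female Peg3LacZ-Neo ES cells. Cells 300/well, 40 h, 37C, 5% CO2. Data normalized per plate to negative controls.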
The depositor's hits bear a star; ? = inconclusive; . = not tested or not shown; [ ] = remark or other dose. Unless noted, the call rests on the fitted dose curve; in most records, active means well fitted curve in the direction sought with a large enough effect; inconclusive means small, poorly fitted or top-dose-only effect, or another doubt; inactive means no such curve, though single readings can be large; an effect the other way counts as inactive or inconclusive. Unless noted, on the % scale 0 is the no-effect control and ±100 the full control effect; potency means the concentration at half of the fitted maximal effect.

Molecule,p53ts 32C tox,IkB signaling,p53ts 39C kill,Peg3 imprint
COc1ccc(/C=C/C(=O)Nc2ccc3nc(N4CCCCC4)cc(C)c3c2)cc1OC,?,?,?,1%[10.9 µM]
COC(=O)c1ccccc1NC(=O)c1cnc2sc(N3CCOCC3)nn2c1=O,-2%,?,16%,7%[10.9 µM]
CC(=O)N1CC=CC1(C)C(=O)NCC1CC1 (stereo not drawn),-7%,.,-12%,-5%
O=C(Nc1ccc2nc(SCC(=O)N3CCOCC3)sc2c1)c1ccc(Cl)cc1,-8%,?,-12%,-15%[10.9 µM]
CCOc1ccc(N(CC(=O)Nc2ccc(OC)cc2)S(C)(=O)=O)cc1,1%,1.3%,-2%,-11%
CCOC(=O)c1noc2nc(C)n(CC(=O)Nc3cccc(OC)c3)c(=O)c12,-3%,1.2%,-11%,-6%[10.9 µM]
Cc1cc(C)c(NC(=O)Cn2nnc(-c3nc(-c4ccncc4)no3)c2N)c(C)c1,2%,-0.1%,12%,14%[10.9 µM]
O=C(CSc1nc(-c2ccco2)cc(C(F)(F)F)n1)N1CCCc2ccccc21,7%,-0.5%,15%,1%
O=C(CCN1C(=O)c2ccccc2C1=O)N1CCN(c2ccccc2)CC1,-8%,0.0%,14%,-3%
O=C(NCc1cccnc1)C1CC(=O)N(C2CCCCC2)C1 (stereo not drawn),-5%,-1.3%,-5%,6%
CC(=O)OCC1OC(C#Cc2ccccc2Cl)C=CC1OC(C)=O (stereo not drawn),7%[9.22 µM],.,-13%[9.22 µM],.
CCC(C)NS(=O)(=O)c1ccc(S(=O)(=O)Nc2cc3c(cc2C(C)=O)OCO3)cc1 (stereo not drawn),6%,3.6%,8%,.
COc1ccc(CNc2ncncc2-c2ccc(N(C)C)cc2)c(OC)c1,-2%,0.4%[11.4 µM],-19%,-10%
CNC(=O)C1CCC(Cn2c(=O)c3sccc3n(CC(=O)Nc3ccc(C)c(C)c3)c2=O)CC1 (stereo not drawn),3%,1.1%,-23%,-7%[10.9 µM]
CCOCCCNC(=O)C(NC(=O)C1CCC(=O)N1)c1ccc(C)cc1 (stereo not drawn),-3%,-0.8%,2%,1%
Cc1ccc(Sc2ccc(N3CCC(C(=O)Nc4ccc(Cl)cc4)CC3)nn2)cc1,6%,?,-14%,-9%[10.9 µM]
O=C(Cn1nnc(-c2ccc(N3CCOCC3)cc2)n1)OC1CCCCC1,?,0.7%,?,-25%
Cc1cccc(N2CCN(c3cccc(C)c3)C2c2cccnc2)c1,-3%,?,-1%,-20%
COc1ccc(-c2nc3cnc(N4CCOCC4)nc3n(C[C@H]3CCCO3)c2=O)cc1,-2%,-0.1%[11.4 µM],7%,?
CC(C)c1ccc(NC(=O)C2CCN(S(=O)(=O)c3cccc4nonc34)CC2)cc1,-9%,0.4%,3%,9%[10.9 µM]
Cc1ccccc1Cn1c(SCc2ccc(C(=O)NCc3cccs3)cc2)nc2ccncc21,2%,3.7%,-14%,-9%[10.9 µM]
S=C=Nc1cccc(NC(=S)NCCCCNC(=S)Nc2cccc(N=C=S)c2)c1,6%,.,2%,-6%
Cn1ccnc1SCc1cn2cc(Br)ccc2n1,?,3.0%,?,-77%[inhibitor]
Cc1ccc(Cl)cc1NS(=O)(=O)c1ccc(N2CCCCS2(=O)=O)cc1,-4%,?,-20%,-7%[10.9 µM]
CCCn1c(=O)c2sccc2n2c(CCCC(=O)NCCc3ccc(Cl)cc3)nnc12,6%,1.0%,1%,-18%[10.9 µM]

Reprinted from the entries so far (two entries):
Molecule,p53ts 32C tox,IkB signaling,p53ts 39C kill,Peg3 imprint
O=C(Nc1ccc2nc(SCC(=O)N3CCOCC3)sc2c1)c1ccc(Cl)cc1,-8%,?,-12%,-15%[10.9 µM]
CCOc1ccc(N(CC(=O)Nc2ccc(OC)cc2)S(C)(=O)=O)cc1,1%,1.3%,-2%,-11%

Remaining list, next part:
Molecule,p53ts 32C tox,IkB signaling,p53ts 39C kill,Peg3 imprint
CC1CCCC(C)N1C(=O)COC(=O)c1ccc2c(c1)OCO2 (stereo not drawn),-6%,2.1%,-9%,-19%
COc1ccc(N2C(=O)c3ccccc3NC23CCCCC3)cc1,?,2.6%,?,-74%[inhibitor]
N#Cc1c(N)nc2c(c1-c1ccncc1)CCCCC2,-2%,0.5%,7%,-8%
CC1Oc2ccccc2N(CC(=O)NCc2cccs2)C1=O (stereo not drawn),11%,-0.2%,3%,-62%[inhibitor]
Cc1cc(C(=O)CSc2nc(N)cc(N)n2)c(C)n1CCc1ccc(F)cc1,-15%,?,-22%,-14%
CCOc1ncccc1C(=O)OCC(=O)c1c(N)n(C)c(=O)n(C)c1=O,0%,-0.1%,2%,5%
O=C(CSc1nc2ccccc2nc1Cc1ccc(F)cc1)Nc1ccc2c(c1)OCO2,5%,-2.7%,-21%,-7%[10.9 µM]
COC(=O)/C=C1\NCCSC1=O,-7%,-1.0%,0%,-18%
Cc1cccc(NCc2cc(Cl)ccc2O)n1,-1%,.,1%,.
O=C(Nc1nc2c(s1)CCCC2)Oc1ccccc1,-4%,1.0%,2%,-16%
CC1CCN(CC(=O)N2CCCc3c2c(=O)oc2ccc(OCc4ccccc4)cc32)CC1,-15%,?,?,-19%[10.9 µM]
COc1cccc(C(=O)Nc2ccc(-n3nncc3-c3ccc(Br)cc3)cc2)c1OC,17%,?,-24%,-8%[10.9 µM]
CCOc1ccc(NC(=O)c2cnc(Nc3ccccc3OC)c3ccccc23)cc1,-2%,?,-18%,2%[10.9 µM]
Cc1cccc(OCc2nnc(SCn3nnc4ccccc4c3=O)o2)c1,-6%,?,-1%,-7%
COc1ccc(-c2coc3c2c(C)cc2oc(=O)cc(C)c23)cc1,0%,0.2%,6%,-6%[10.9 µM]
Cc1cc(-n2c(=O)c(C#N)cc3c(=O)n4ccccc4nc32)no1,1%,-3.0%,-3%,-6%
CCN(CC)C(=O)CSc1ncnc2c1cnn2-c1ccccc1,-13%,.,-6%,.
O=c1[nH]n2c(=O)c3c([nH]c2c1N=Nc1cccc(Cl)c1)CCCC3,4%,.,17%,.
CC(=O)c1cccc(NC(=O)CSc2nnc3ccc(-c4ccc(Br)cc4)nn23)c1,-15%,0.6%,-18%,-11%[10.9 µM]
O=C(Nc1nccs1)c1ccc2nccnc2c1,-25%,0.7%,-19%,-30%[inhibitor]
O=C(C1CC1)N1CCc2[nH]c3ccccc3c2C1,-2%,.,-6%,.
O=C(c1ccc2c(=O)n(Cc3ccco3)c(=S)[nH]c2c1)N1CCN(c2ccccc2)CC1,-11%,-0.9%,-13%,-12%
CCOc1ccccc1C(=O)Nc1cc(Cl)ccc1O,?,-16%,?,-33%[inhibitor]
COc1ccccc1NC(=O)c1sc2nc(C)c(C(=O)Nc3ccc(C)cc3C)c(-c3ccco3)c2c1N,-16%,?,10%,-6%[10.9 µM]
Cc1ccc(NC(=O)NC(C)c2c(-n3cccc3)sc(C)c2C)c(C)c1 (stereo not drawn),6%,?,-25%,-7%[10.9 µM]
CCC(=O)N1c2ccccc2CC1C(=O)NCCN1CCN(c2cccc(C(F)(F)F)c2)CC1 (stereo not drawn),-4%,?,-14%,-15%[10.9 µM]
COc1cc(NC(=O)c2noc3c2CC(C(C)(C)C)CC3)cc(OC)c1OC (stereo not drawn),3%,?,-26%,-7%[10.9 µM]
O=C(CSc1ncn(-c2ccccc2)n1)Nc1nc2c(s1)CCCC2,-8%,?,-4%,-2%
CN(C1CCCCC1)S(=O)(=O)c1ccc2c(c1)c(=O)c(C(=O)N1CCN(c3ccccc3F)CC1)cn2C,5%,-1.4%,17%,-4%[10.9 µM]
CN(C)c1ccc(/C=C/c2ccncc2)cc1,-16%,-0.9%,-10%,-22%
O=C(Nc1nc2n(n1)C(c1ccccc1)C=C(c1ccccc1)N2)c1ccc(Cl)c([N+](=O)[O-])c1 (stereo not drawn),?,?,-10%,-12%[10.9 µM]
CCN(CC)S(=O)(=O)c1cc(C)c(C)cc1Br,-1%,-1.5%,-10%,-6%
COC(=O)c1nnn(-c2ccc(Br)cc2)c1C(=O)OC,-1%,-1.7%,-1%,11%[10.9 µM]
COc1ccc(S(=O)(=O)N2CCC(C(=O)NCc3cccc(OC)c3)CC2)cc1,6%,3.4%,8%,.
Cc1onc(-c2ccccc2)c1C(=O)N1CCN(C(=O)c2ccco2)CC1,-4%,-0.5%,6%,-2%
COc1ccc(Cl)cc1N(CC(=O)N1CCN(Cc2ccccc2)CC1)S(C)(=O)=O,-1%,3.8%,-4%,-19%
CC(C)(CNC(=O)C1CCCC1)CNC(=O)C1CCCC1,2%,0.9%,19%,-8%
Cc1cccc(N2CCN(S(=O)(=O)c3c(C(=O)N4CCC(C)CC4)c(C)n(C)c3C)CC2)c1C,16%,?,-17%,-9%[10.9 µM]
O=C(Cn1cnc2c(nnn2-c2ccc(F)cc2)c1=O)NCC1CCCO1 (stereo not drawn),-4%,0.7%,7%,-4%
CCc1ccc(C2=NN(CCC(=O)NCCc3ccccc3)C(=O)CC2)cc1,3%,-3.0%,-27%,-11%[10.9 µM]
Cc1ccc(OCCC(=O)OCC(=O)C(C)(C)C)cc1,-3%,-0.2%,1%,-8%
Cc1csc(NC(=O)CSc2nnc(-c3ccoc3C)n2CCc2ccccc2)n1,4%,?,0%,-19%
C[C@H](C(=O)c1ccccc1)[C@@H](c1ccccc1)N1CCOCC1,0%[9.22 µM],0.4%[11.4 µM],6%[9.22 µM],.
CN(Cc1ccccc1)Cc1c(O)ccc2c(=O)c(-c3ccccc3)c(C(F)(F)F)oc12,2%,?,14%,22%[10.9 µM]
Clc1ccc(-n2nnnc2-c2cnc(-c3ccccn3)nc2-c2cccs2)cc1,-10%,.,10%,.
Cc1ccc(C)c(CN2CCCN(Cc3cc(C)ccc3C)S2(=O)=O)c1,3%,?,14%,-10%[10.9 µM]
COc1ccc(C(=O)Nc2cc(-c3cccc(C)c3)nn2-c2ccccc2)cc1,-4%,0.3%,-17%,6%[10.9 µM]
CCOC(=O)C1=C(C)NC(=O)NC1c1ccc(OCC(=O)N2CCCCC2)cc1 (stereo not drawn),-2%,-0.9%,-3%,4%
O=C(C1CCC(N2C(=O)C3CC=CCC3C2=O)CC1)N1CCCCC1 (stereo not drawn),5%,1.5%,10%,-3%
COCCCn1c(=S)[nH]c2ncccc2c1=O,3%,-1.3%,-8%,18%

Next results.
Molecule,p53ts 32C tox,IkB signaling,p53ts 39C kill,Peg3 imprint
COc1ccc(CNc2ncnc3c2nnn3C)cc1,6%,-2.4%,-9%,19%[10.9 µM]
Cc1cccc2cc(COC(=O)C3CCCO3)c(=O)[nH]c12 (stereo not drawn),-1%,0.0%,-2%,0%
COC(=O)c1cc2c(ccn2-c2ccc(F)cc2)n1CC(=O)N1CCN(C(=O)c2ccco2)CC1,4%,4.8%,12%,-22%
CN(C)c1ccc(C2N(C(=O)N3CCOCC3)CCN2S(=O)(=O)c2ccccc2)cc1 (stereo not drawn),-1%,-0.9%,-8%,-8%
Cc1ccc(-n2nc(CO)c(C(=O)NCCc3ccccc3)n2)cc1C,-7%,0.8%,-20%,-7%[10.9 µM]
Cc1ccc(Cl)cc1,-5%[1.84 µM],-1.2%,14%,-1%
COC(=O)c1ccccc1NC(=O)CCCn1c(=O)c2cccn2c2cccnc21,10%,-1.2%,9%,-7%[10.9 µM]
COc1cccc(NC(=O)c2cnn(-c3ccccc3)c2-n2cccc2)c1,8%,3.1%,8%,-8%[10.9 µM]
CC(OC(=O)C1CCCO1)C(=O)NC1CCCC1 (stereo not drawn),0%,-0.1%,9%,6%

Single values from the entries so far.
COC(=O)c1cc2c(ccn2-c2ccc(F)cc2)n1CC(=O)N1CCN(C(=O)c2ccco2)CC1 @ IkB signaling = 4.8%
Cc1ccc(-n2nc(CO)c(C(=O)NCCc3ccccc3)n2)cc1C @ p53ts 39C kill = -20%
CN(C)c1ccc(C2N(C(=O)N3CCOCC3)CCN2S(=O)(=O)c2ccccc2)cc1 (stereo not drawn) @ p53ts 32C tox = -1%
COc1cccc(NC(=O)c2cnn(-c3ccccc3)c2-n2cccc2)c1 @ p53ts 39C kill = 8%
